mcGAS RapidFire: inhibitors of Mus musculus cyclic GMP-AMP synthase, initial high-throughput assay, cell-free, RapidFire MS | Q8C6L5 | 0.18% of 130,000 active | recombinant mouse cGAS, cGAMP by RapidFire MS | inhibition, % at 12.5 µM;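 active = inhibition of cGAS enzyme activity at or above 60%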;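 also: enzyme stimulated by 45 bp dsDNA with ATP and GTP substrates; cGAMP share of summed cGAMP plus half ATP and half GTP signals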
Target sequence (Q8C6L5 whole entry, looked up): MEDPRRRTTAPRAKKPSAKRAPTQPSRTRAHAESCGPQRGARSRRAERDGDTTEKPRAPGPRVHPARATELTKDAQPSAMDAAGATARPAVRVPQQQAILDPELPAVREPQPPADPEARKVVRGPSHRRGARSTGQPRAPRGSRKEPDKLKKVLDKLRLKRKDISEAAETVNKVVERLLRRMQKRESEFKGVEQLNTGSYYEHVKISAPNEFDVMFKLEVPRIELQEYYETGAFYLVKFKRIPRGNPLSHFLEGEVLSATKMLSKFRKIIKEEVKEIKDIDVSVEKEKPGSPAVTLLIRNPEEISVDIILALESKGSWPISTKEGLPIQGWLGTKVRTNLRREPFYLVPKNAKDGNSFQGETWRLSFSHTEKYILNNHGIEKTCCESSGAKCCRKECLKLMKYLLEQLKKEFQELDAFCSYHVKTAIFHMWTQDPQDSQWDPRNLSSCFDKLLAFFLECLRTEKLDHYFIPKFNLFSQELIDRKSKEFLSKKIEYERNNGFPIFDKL
* = called active by the depositor; & = joins results of further samples. Only part of the results is shown, so the mix of outcomes need not match the whole.

The first two records (preview)
| Compound | mcGAS RapidFire |
| --- | --- |
| O=C1CCCN1CC1CCCCN1Cc1csc(COc2ccccc2)n1 (stereo unspecified) | -1 |
| Cc1ccc(C(=O)N2CCn3c(C)ccc3C2C)cc1 (stereo unspecified) | -7 |

Results (from the top)
| Compound | mcGAS RapidFire |
| --- | --- |
| O=C1CCCN1CC1CCCCN1Cc1csc(COc2ccccc2)n1 (stereo unspecified) | -1 |
| Cc1ccc(C(=O)N2CCn3c(C)ccc3C2C)cc1 (stereo unspecified) | -7 |
| FC(F)(F)c1cc(-c2ccccc2)nc2[nH]c3ccccc3c12 | -11 |
| O=C(Cc1cccnc1)NC1CC(=O)N(Cc2cccc3ccccc23)C1 (stereo unspecified) | -5 |
| O=C(CS(=O)(=O)C1CCCC1)Nc1ccc2nc(C3CCCCC3)[nH]c2c1 | -1 |
| COc1cc(C#N)ccc1OCc1cc2c(cc1Br)OCCO2 | -5 |
| CC(C)(C)NC(=O)N1CCn2cccc2C1c1ccc(F)cc1 (stereo unspecified) | -11 |
| Cc1ccc(C(=O)N2CCC3(CC2)CC(=O)c2ccc(N4CCCC4)cc2O3)s1 | 1 |
| O=c1[nH]ncc(NCC23CC4CC(CC(C4)C2)C3)c1Cl | -5 |
| COc1ccc(OC2C(=O)N(c3ccccc3Cl)C2c2ccc(OC)c(OC)c2)cc1 (stereo unspecified) | -2 |

Given with each value named: 2 of the compounds above
Structure: CC(C)(C)NC(=O)N1CCn2cccc2C1c1ccc(F)cc1 (stereo unspecified)
  mcGAS RapidFire: -11

Structure: Cc1ccc(C(=O)N2CCC3(CC2)CC(=O)c2ccc(N4CCCC4)cc2O3)s1
  mcGAS RapidFire: 1

(more compounds)
| Compound | mcGAS RapidFire |
| --- | --- |
| O=C(c1ccc(CS(=O)(=O)c2ncccc2Cl)cc1)N1CCCC1 | 5 |
| Cc1noc(C)c1C(=O)N1CCCC(N2CCN(c3cccc(C(F)(F)F)c3)CC2)C1 (stereo unspecified) | -3&-1 |
| Cn1c(CN2CCCC2c2ccccc2C(F)(F)F)nnc1C1CC1 (stereo unspecified) | -5 |
| CS(=O)(=O)N1CCc2cc(C(=O)CSc3nnc(C4CC4)n3C3CC3)ccc21 | -12 |
| Cc1nc2c(c(=O)n1C)CCN(C(=O)CN1CCC(c3ccccc3)C1)CC2 (stereo unspecified) | -28 |
| CN(C)CCCNc1nc(Nc2ccc(Cl)cc2)c2nccnc2n1 | -8 |
| NCc1ccc(-c2ccc(Cl)cc2)cc1F | 9 |
| CCOC(=O)C1(Cc2ccc(OC)cc2)CCN(C(=O)c2cc3ccccc3[nH]2)CC1 | -6 |
| Cn1nc(N2CCN(S(=O)(=O)c3ccc4c(c3)OCCO4)CC2)c(=O)n(C)c1=O | -6 |
| CC(=O)NC(Cc1nc(C(C)n2ccnc2)no1)c1ccc(C)cc1 (stereo unspecified) | -3 |
| COc1cc(OC)c(OC)cc1/C=C1\N=C(c2ccccc2)OC1=O | -7 |
| CC1(C)Cc2nc(-c3ccccc3)nc(SCC(=O)O)c2CO1 | -6 |
| COC(C)(C)CC(C)NCCC(=O)N1CCC(C)CC1 (stereo unspecified) | -9 |
| CCC(=O)N1CCCC(NS(=O)(=O)c2cccc(F)c2)C1 (stereo unspecified) | -2 |
| C(=C\c1ccccc1)/CN1CCC(n2cc(-c3ccsc3)nn2)CC1 | -20 |
| CC(=O)Oc1c(-c2ccc(N)cc2)c(-c2ccc(N(C)C)cc2)nn1-c1ccc(C)cc1 | -6 |
| CCCCc1nc(Cn2cncn2)no1 | -10 |
| CC1CCCN(C(=O)Nc2cccc(S(=O)(=O)C(F)F)c2)C1 (stereo unspecified) | -5 |
| Cc1nc(Cc2ccc(-n3ccnc3-c3nccn3C)cc2)n[nH]1 | -48 |
| O=C(NCc1ccccc1F)c1cccc(OC(F)F)c1 | -3 |
| CNc1nc(-c2cc(Cl)ccc2Cl)cs1 | 3 |
| CCc1ccc(C(NC(=O)Cn2ccc(=O)[nH]c2=O)C(C)(C)C)o1 (stereo unspecified) | -11 |
| CCn1c(C)csc1=Nc1ccc(Cl)cc1 | -3 |
| O=C(Cc1cccc(C(F)(F)F)c1)CC1Nc2ccccc2NC1=O (stereo unspecified) | -7 |
| CCc1ccc(-c2cn3c(C(=O)N4CC=CC4CO)csc3n2)cc1 (stereo unspecified) | -11 |
| c1ccc(C2=C(c3ccccc3)N3CCN=C3S2)cc1 | -14 |
| Cc1nc(Cc2nc(-c3ccc(N4CCCC4=O)cc3)cs2)cs1 | -5 |
| CCOc1ccc(-c2cc(=O)n(CC(=O)NC(C)c3ccccc3)cn2)cc1 (stereo unspecified) | -7 |
| N#Cc1c2n(c(=O)n(Cc3cc4c(cc3Br)OCO4)c1=O)CCC2 | 6 |
| COc1cccc(N=c2scc(-c3ccccc3)n2CCCN2CCCCC2C)c1 (stereo unspecified) | 3 |
| Cc1ncc(CN2C[C@@H]3CN(C(=O)C4CC4)C[C@]3(C(=O)O)C2)[nH]1 | -2 |
| Cc1cc(CS(=O)(=O)Cc2csc(-c3ccc(F)cc3)n2)on1 | 7 |
| Cc1ccc(N=C2SC(C(=O)Nc3ccccc3F)CC(=O)N2C)cc1Cl (stereo unspecified) | -5 |
| COc1ccc(CNC(=O)CCC2CCCN(C(=O)C3=CCCCC3)C2)c(OC)c1 (stereo unspecified) | -3 |
| COc1ncc(CN2CCOC(Cc3cccc4ccccc34)C2)cn1 (stereo unspecified) | -18 |
| CN(C)CCCN(C(=O)c1ccno1)c1nc2ccc(F)cc2s1 | -3 |
| S=C(S)N1CCCC1 | -8 |
| CCn1nc(C(C)(C)C)cc1C(=O)N1CCC2(CCCCC2)C1 | -2 |
| Cc1noc(C)c1COC(=O)CCNC(=O)OC(C)(C)C | -10 |
| O=C(NCC1COC2(CCCCC2)O1)C(=O)Nc1cc2c3c(c1)CC(=O)N3CCC2 (stereo unspecified) | -3 |
| CCOC(=O)CC(=O)c1cc(C(C)=O)c(Nc2ccccc2)s1 | -33 |
| O=C(CCN1CCCC1c1ccccn1)Nc1nc2ccccc2s1 (stereo unspecified) | -13 |
| COc1ccc(Cc2ncc3c(n2)CN(C(=O)[C@@H](O)c2ccccc2)C3)cc1 | -1 |
| CC(=O)NC1C(Oc2ccc(C)cc2)OC(COC(C)=O)C(OC(C)=O)C1OC(C)=O (stereo unspecified) | -8 |
| CO[C@@]12[C@@H]3NC3CN1C1=C(C(=O)C(N)=C(C)C1=O)[C@@H]2COC(N)=O (stereo partly specified) | -8 |
| CCOc1ncccc1C(=O)OCc1cc(-c2ccc3c(c2)OCCO3)on1 | -13 |
| Cc1ccc(-c2csc(NC(=O)CCNC(=O)c3ccco3)n2)c(C)c1 | -5 |
| Cc1ccc(C(=O)OCC(=O)NC2(C)CCS(=O)(=O)C2)cc1C (stereo unspecified) | -7 |
| O=C(CCN1CCOC1=O)Nc1ccnn1-c1cccc(Cl)c1 | -6 |
| N#Cc1ccccc1Cn1cc(C(=O)NCc2ccccc2)sc1=O | -8 |

More records follow:
| Compound | mcGAS RapidFire |
| --- | --- |
| CC1CCCC(c2ccccc2)N1C(=O)Cc1ccccc1F (stereo unspecified) | -18 |
| CCCCN(C)C1CCc2ccc(F)cc21 (stereo unspecified) | -6 |
| CSc1ccccc1NC(=O)NCc1cccnc1N1CCN(C(C)=O)CC1 | -6 |
| N#Cc1nncn1Cc1csc(-c2cccs2)n1 | 3 |
| CC(N)=C(C#N)C(=O)COC(=O)C=Cc1ccc(C)o1 | -5 |
| CCOC(=O)c1nn(-c2ccc(C)cc2)c(=O)cc1N1CCC(C)CC1 | -10 |
| CCOc1ccc(CN(C)CCc2nc3ccccc3c(=O)[nH]2)cc1 | 1 |
| CC1ON=C(c2ccco2)NC1=O (stereo unspecified) | 7 |
| Cc1ccc(S(=O)(=O)NCc2ccccc2)cc1C(=O)N1CC(C)OC(C)C1 (stereo unspecified) | -5 |
| Cc1ccc(-n2cc(CN3CCC(C(N)=O)CC3)c(-c3ccc(F)cc3)n2)cc1 | -8 |

6 records picked at random from the list so far:
| Compound | mcGAS RapidFire |
| --- | --- |
| N#Cc1nncn1Cc1csc(-c2cccs2)n1 | 3 |
| CCOC(=O)c1nn(-c2ccc(C)cc2)c(=O)cc1N1CCC(C)CC1 | -10 |
| Cc1ccc(S(=O)(=O)NCc2ccccc2)cc1C(=O)N1CC(C)OC(C)C1 (stereo unspecified) | -5 |
| CCOc1ccc(CN(C)CCc2nc3ccccc3c(=O)[nH]2)cc1 | 1 |
| CC(N)=C(C#N)C(=O)COC(=O)C=Cc1ccc(C)o1 | -5 |
| Cc1ccc(-n2cc(CN3CCC(C(N)=O)CC3)c(-c3ccc(F)cc3)n2)cc1 | -8 |

(cont.)
| Compound | mcGAS RapidFire |
| --- | --- |
| O=C(/C=C/c1cccs1)N1CCN(C(=O)c2cccnc2N2CCOCC2)CC1 | -11 |
| Cc1nccn1CCNC(=O)C(=O)Nc1ccc(Cl)cn1 | -8 |
| Cn1nc(C(=O)NNC(=O)C2CCCC2)c2ccccc2c1=O | -3 |
| Cc1ccc(C(=O)N(C)C2CCCCCCC2)cc1NS(C)(=O)=O | -14 |
| Cc1cccc(CSCC(=O)N2CCN(S(=O)(=O)c3ccccc3F)CC2)c1 | -3 |
| CC1(c2ccc(Cl)s2)NC(=O)N(CC(=O)O)C1=O (stereo unspecified) | 2 |
| Cc1cn(C(=O)c2ccccc2)c2c(c1=O)c(=O)n(C)c(=O)n2C | -2 |
| COc1ccc(OC)c(CN(CC(=O)N2CCOC3CCCCC32)C2CC2)c1 (stereo unspecified) | -8 |
| COc1ccc(Cl)cc1NC(=O)CN1C(=O)NC(C)(c2ccco2)C1=O (stereo unspecified) | -2 |
| CCc1ccc2oc(Br)c(CC(=O)N(C)C)c2c1 | 4 |
| COc1ccc(OC)c(-c2cc(C(N)=O)ccc2C)c1 | -26 |
| CC(C)c1cc(N2CCCC2)n2c(nc3ccccc32)c1C#N | -5 |
| Cc1oc(-c2cc3c(cc2Cl)OCO3)nc1CN1CCNC(=O)C1c1ccc(F)cc1 (stereo unspecified) | 6 |
| CCCCN(C(=O)NCC)c1c(N)n(CCCC)c(=O)[nH]c1=O | -9 |
| Cc1cccc(NC(=O)COc2ccc(Br)cc2)n1 | 3 |
| COc1cccc(N2CC(C(=O)N(Cc3ccsc3)C3CC3)CC2=O)c1 (stereo unspecified) | -7 |
| CCn1cc(C(=O)NCc2cccnc2N2CCc3ccccc3C2)cn1 | -5 |
| COc1cc(NC(=O)C=Cc2ccco2)c(OC)cc1Cl | -2 |
| CC(C)Cc1noc(C(C)NC2CCN(c3ccc4c(c3)OCO4)CC2)n1 (stereo unspecified) | -17 |
| CSc1cccc(C(=O)Nc2c3c(nn2C)CCC3)c1 | -2 |
| Cc1c(C(C)NCc2ccc3c(c2)CCO3)cnn1-c1cccc(F)c1 (stereo unspecified) | -8 |
| O=C(NCc1ccco1)C(C1CCCC1)N1CCN(C(=O)c2ccco2)CC1 (stereo unspecified) | -3 |
| CCOc1cc(C(=O)N2CCN(c3nc(C)cs3)CC2)ccc1OCC(C)C | -6 |
| COc1ccc(N2CCN(C3CCCN(C(=O)c4ccccc4Cl)C3)CC2)cc1 (stereo unspecified) | -12 |
| Cc1ccnn1CC(=O)N1CCCCC1c1cccc(F)c1 (stereo unspecified) | -11 |
| O=C1CN(S(=O)(=O)c2ccc(C(=O)N(Cc3c(F)cccc3Cl)C3CC3)cc2)CCN1 | -11 |
| CC(C)n1c(=O)[nH]c2cc(C(=O)NC(C3CC3)C3CC3)ccc2c1=O | 2 |
| O=C(Cc1ccccc1)n1nc(-c2cccnc2)nc1NCc1ccccc1 | -11 |
| N#Cc1ccc(OCC(O)CN2CCCC3CCCCC32)cc1 (stereo unspecified) | -6 |
| Cc1cccc(NC(=O)C(C)Sc2nnc(-c3cccs3)o2)c1 (stereo unspecified) | -3 |
| O=C(Nc1cccc(-c2cccc(Cl)c2)c1)C1CCN(C(=O)C2CCCO2)CC1 (stereo unspecified) | -8&-6 |
| O=C(Cc1ccccc1)NNC(=O)c1cccs1 | -6 |
| COc1ccc2c(c1OC)C(=O)N(c1nc3ccc(C)cc3s1)C2=O | -6 |
| CC1CCCCN1C(C)CNC(=O)N(C)C1CCS(=O)(=O)C1 (stereo unspecified) | -7 |
| O=c1[nH]c2ccc(S(=O)(=O)N3CCOCC3)cc2[nH]1 | 2 |
| Cn1cc(C#N)cc1C(=O)Nc1nc2ccccc2nc1N1CCCC1 | -18 |
| CC1NCCn2c(-c3nn[nH]n3)ccc21 (stereo unspecified) | -9 |
| O=C1OCCC1Sc1nnc(-c2cccs2)n1C1CC1 (stereo unspecified) | -4 |
| COc1ccc(N2CCN(C(=O)c3cc(=O)c(OCc4ccccc4)c[nH]3)CC2)cc1 | -5 |
| O=C(Cn1nc(C2CC2)c2cnn(-c3cccc(Cl)c3)c2c1=O)N1CCc2ccccc21 | -5 |
| Cc1nc2sc3c(=O)[nH]nnc3c2c(C)c1Cl | 1 |
| CCn1nc(C)cc1C(=O)N1CCCCC1CCn1ccnc1 (stereo unspecified) | -4 |
| Cc1cc(-c2ccccc2)n(-c2n[nH]c(=S)n2N)n1 | 0 |
| CCOC(=O)Cn1c(=O)c2c(nc3n(-c4ccc(Cl)cc4)c(C)cn23)n(C)c1=O | -5 |
| Cc1ccc(C2(O)CCN(C(=O)C3CCCCn4nnnc43)CC2)nc1 (stereo unspecified) | -5 |
| CC/C=C(/C)C(=O)N1CSCC1C(=O)N1CCN(C(C)=O)CC1 (stereo unspecified) | 6 |
| Fc1ccc(-c2nc(CSc3nnnn3C3CC3)cs2)cc1 | -1 |
| Cc1cc2oc3c(c(=O)c2cc1C)C(c1ccccc1)N(c1nccs1)C3=O (stereo unspecified) | -8 |
| CNc1cncc(-c2ccccc2NS(C)(=O)=O)n1 | 4 |
| COc1ccc(/C=C/CN2CCCC(CNS(=O)(=O)c3ccc(OC)cc3)C2)cc1 (stereo unspecified) | -5 |
| Cc1ccc(C)c(SC(C)C(=O)Nc2sccc2C(N)=O)c1 (stereo unspecified) | -10 |
| CC1(C(=O)Nc2ccc3c(c2)OCO3)CCN1Cc1ccccc1OC(F)F (stereo unspecified) | -3 |

Screens deposited in PubChem BioAssay by Fisher Drug Discovery Resource Center.
